HIV RNase H inh = blocks HIV-1 RNase H cleavage of RNA/DNA duplex. P04585. RT-RNase H RNA/DNA duplex cleavage, fluorescence. inhibition, % at 10 µM. 65,000 compounds, 1.9% hits; in the data active = inhibition above about 50%
RmlCD inh mix = mixture blocks RmlC and RmlD coupled enzyme activity | RmlC/RmlD coupled enzyme inhibition, 384-well mixture HTS | inhibition, % at 5.5 µM | 110,000 compounds, 0.39% hits; in the data active = inhibition above about 30%, passing the limit was not always enough; note: strong numbers were not always called active
Numbers without * were called inactive; / = not tested or not shown. A portion of the library; rates above refer to the full screens.

SMILES	HIV RNase H inh	RmlCD inh mix
CC(Oc1ccc(F)cc1F)C(=O)/C=C/N(C)C (centres undefined)	/	-1
O=C(c1cc2cc([N+](=O)[O-])ccc2oc1=O)N1CCN(c2ncccn2)CC1	/	-13
O=C(CN1C(=O)c2ccccc2C1=O)Nc1sc2c(c1C(=O)NCc1ccco1)CCCC2	/	10
CC12CN3CC(C)(CN(C1)C3c1cccnc1)C2=O (centres undefined)	-4	11
Cc1cccc(C)c1NC(=S)NNc1ncc(C(F)(F)F)cc1Cl	/	-14
CCCc1cc(=O)[nH]c(/N=C(\N)Nc2ccccc2)n1	0	-14
O=C(CSc1nnc(CNC(=O)c2ccco2)o1)c1ccc(Cl)cc1	-2	111
O=C(Nc1nnc(-c2ccc(Cl)s2)o1)C1CCCCC1	-10	-7
CCc1noc(C)c1C(=O)Nc1ncc(C)s1	-13	4
CN1CCN(C(=O)c2cnn(-c3ccccc3)c2NC(=O)c2ccccc2F)CC1	-3	-8
COc1ccc(CNC(=O)CCc2c(C)nc3ncnn3c2C)cc1	-15	-6
COc1ccccc1N1CCN(S(=O)(=O)c2cnc[nH]2)CC1	2	2
Nc1nnc(SCC(=O)c2ccco2)s1	/	-11
CCOC(=O)c1ccc(NS(=O)C23CC4CC(CC(C4)C2)C3)cc1 (centres undefined)	3	9
CCCCCCCC(=O)NC(Nc1ccccc1OC)C(Cl)(Cl)Cl (centres undefined)	/	4
Cc1ccc(/C(O)=C2/C(=O)C(=O)N(CCN3CCOCC3)C2c2cccnc2)cc1 (centres undefined)	-5	/
Cc1ccc(C(=O)CCCn2nnc(-c3cccnc3)n2)cc1C	/	5
C[C@@H](C(=O)NCCc1c[nH]c2ccccc12)[C@H]1C[C@]1(C)[C@H](NC(=O)OCc1ccccc1)c1ccccc1	/	-5
CN(C(=O)OCc1ccccc1)C(CC(N)=O)C(=O)O (centres undefined)	-6	8
N#C[C@@H]1[C@@H]2C(=O)N(c3ccc4c(c3)OCCO4)C(=O)[C@@H]2C2c3ccccc3C=CN21 (some centres undefined)	21	-7
O=C(CSC1=NC(=O)C(Cc2ccccc2)C(=O)N1)NC1CCCCC1 (centres undefined)	-1	-9
Cc1nnc(Sc2nc3c(c(=O)[nH]c(=O)n3C)n2Cc2ccccc2Cl)s1	-14	/
CCCCN=c1scc(-c2ccc3c(c2)NC(=O)CO3)n1N=C1CCCC1	/	-3
O=C(CSc1ccccc1)Nc1ccc(NC(=O)c2ccco2)cc1	/	5
CCOC(=O)C(C)Sc1nnc(Cc2cc(=O)[nH]c(=O)[nH]2)n1-c1ccc(OCC)cc1 (centres undefined)	-5	2
SMILES	HIV RNase H inh	RmlCD inh mix
Cc1ccc(CSc2ncn(-c3ccccc3)n2)cc1	/	8
CCCn1c(=S)[nH]c2cc(OC)c(OC)cc2c1=O	/	10
CCc1cccc2c(=O)c(C(=O)N3CCOCC3)c[nH]c12	-10	7
CCOCCCNS(=O)(=O)c1ccc(Br)cc1	-37	-11
Cc1ccc(-c2nnn(CC(=O)N(CC3CCCO3)C(C(=O)NC3CCCC3)c3ccc(F)cc3)n2)o1 (centres undefined)	/	16
CCCC1(CCC)NC(=O)NC1=O	-10	-5
O=C(OCc1nc2ccccc2[nH]1)C12CC3CC(CC(C3)C1)C2	/	6
Cc1ccccc1-n1c(Cc2cccs2)n[nH]c1=S	/	-8
CC(Cc1ccccc1)N/C=C1/CC(=O)NC1=O (centres undefined)	-4	-7
CCCCOc1ccc(C(=O)Oc2ccc(C)nc2)cc1	11	9
CCCc1ccc(Oc2cc(N3CCOCC3)nc(-c3ccccc3)n2)cc1	/	10
CS(=O)(=O)N(CC(=O)N1CCC(C(N)=O)CC1)c1ccc(Oc2ccccc2)cc1	-5	5
Cc1sc2ncn(C(C)C(=O)OC3CCCCC3)c(=O)c2c1C (centres undefined)	/	-10
O=C(Nc1ccccc1C(F)(F)F)c1ccc(CN2CCC(Cc3ccccc3)CC2)cc1	/	-19
Cc1ccc(C(=O)CCC2CCCC2=O)cc1 (centres undefined)	-12	3
O=C1NC(c2cccs2)Nc2ccccc21 (centres undefined)	-3	0
COc1cccc(NC(=O)C2CCN(c3ncccn3)CC2)c1	-10	11
CCOC(=O)c1ccc(Oc2nc(NC(C)(C)C)nc(N(C)C)n2)cc1	-5	5
CCC(C)[C@@H](NC(=O)OC(C)(C)C)c1nnc(S(=O)(=O)Cc2cccc(C)c2)o1 (some centres undefined)	8	-7
COc1ccccc1-c1cc(C(=O)NCc2ccc(F)cc2)no1	1	12
COC(=O)CNC(=O)C12CC3(C)CC(C)(CC(C)(C3)C1)C2	3	4
Cc1cccc(CCNS(=O)(=O)c2cnc[nH]2)c1	-6	-2
CC(=O)Nc1ccc2c(c1)CCCN2C(=O)c1ccccc1	-6	-14
CCOC(=O)c1ccccc1NC(=O)CSc1nc2ccccc2n1CC(=O)N1CCCC1	-9	7
CCOC(=O)c1cccc(NC(=O)COC)c1	/	-11
SMILES	HIV RNase H inh	RmlCD inh mix
Cc1nc2ccc(NC(=O)c3c(-c4ccccc4)noc3C)cc2s1	-15	11
N#CC1=C(N)Oc2cc3ccccc3cc2C1c1cccnc1 (centres undefined)	/	-13
Cc1nc2sc(C(c3cccs3)N3CCN(C(=O)c4ccco4)CC3)c(O)n2n1 (centres undefined)	-8	-13
O=C(c1ccc2c(c1)C(=O)N(Cc1ccco1)C2O)N1CCOCC1 (centres undefined)	3	2
COC(=O)CSc1nc(C2CC2)nc2ccccc12	-48	-2
COc1ccc2c(C(F)(F)F)cc(=O)oc2c1C	-28	-17
CCN(C1CCCCC1)S(=O)(=O)c1cc(C)ccc1OC	-27	-13
N#C/C(=C/c1ccc(Sc2nc3ccccc3[nH]2)o1)c1ccccc1F	/	0
C=C(C)Cn1c(SCC(=O)O)nnc1-c1ccc(OC)cc1	/	15
CN(C)c1ccc(C(=O)c2ccc(O)cc2O)cc1	/	-15
Cc1ccc(CSCCNC(=O)c2ccc(Cl)c(S(=O)(=O)N3CCOCC3)c2)cc1	/	-7
CCOc1cccc(C(=O)Nc2ccc(N3CCN(S(C)(=O)=O)CC3)cc2)c1	-1	-12
CCCN(CCC)C(=O)CSc1nc2n[nH]c(C)c2c(=N)n1-c1ccc(OCC)cc1	-16	0
NC(=O)c1c(NC(=O)COC(=O)CSc2nnc(-c3ccc(Cl)cc3)o2)sc2c1CCC2	27	6
CCCCN(CCCC)S(=O)(=O)c1ccc(C(=O)Nc2nnc(COC)o2)cc1	21	-10
CCOc1ccc(-n2c(C)nnc2SCC(=O)N(CC)CC)cc1	/	4
COc1cccc(CNC(=O)C2CCN(Cc3cnn(-c4ccccc4)c3-n3cccc3)CC2)c1	-9	-4
Cc1ccc(S(=O)(=O)N2CCC(=O)N(CCOCc3ccc(C(F)(F)F)cc3)CC2)cc1	/	-10
COc1ccc(C2CC(C(F)(F)F)n3nc(C(=O)N(C)Cc4cn(C)nc4C)c(Cl)c3N2)cc1 (centres undefined)	-6	-10
COc1ccc(C2CC(=O)Nc3sc(=N)c4c(N)c(C#N)c(N)nc4c32)cc1OC (centres undefined)	/	-8
Cc1ccccc1OCC(=O)NNC(=S)NC(=O)c1ccco1	/	-15
CC(=O)c1cc(NC(=O)c2cccc(C(F)(F)F)c2)c(=O)oc1/C=C/N(C)C	/	11
COc1cc(-c2nnc(SCC(=O)/C(C#N)=C(\C)N)o2)cc(OC)c1OC	/	0
CCOc1nc(-c2ccccc2)ccc1-c1noc(-c2cccs2)n1	/	4
O=S(=O)(c1ccc2c(c1)OCCO2)N1CCC(c2nc3ccccc3[nH]2)CC1	5	6

Reprinted from the part before: 2 entries; new compounds follow.
SMILES	HIV RNase H inh	RmlCD inh mix
CCOc1nc(-c2ccccc2)ccc1-c1noc(-c2cccs2)n1	/	4
O=S(=O)(c1ccc2c(c1)OCCO2)N1CCC(c2nc3ccccc3[nH]2)CC1	5	6
O=C(Nc1cccc2ncccc12)C12CC3CC(CC(C3)C1)C2	/	13
Cc1ccc(CNC(=O)Cn2c([N+](=O)[O-])cnc2C)cc1	/	-8
O=C(CN1C(=O)CSC1=O)N1CCCCC1	/	10
O=C(NCc1ccc2c(c1)OCO2)C1CCCN1C(=O)Nc1ccccc1 (centres undefined)	-2	5
CC(=O)Oc1ccc2oc3c(c2c1)C(=O)CCC3	-5	-7
COc1ccc(C(=O)Nc2ccc(CN3CCOCC3)cc2)cc1	/	-13
O=C(COc1ccc(Cl)cc1Cl)NC(=O)N1CCOCC1	2	41
CCOC(=O)c1sc(NC(=O)CSc2nnc(-c3ccco3)o2)c(C(=O)OCC)c1C	-18	8
CCOCCCNC(=O)c1ccccc1Br	-1	-10
CCN(CC)S(=O)(=O)c1ccc(OC)c(NC(=O)CSc2ccccc2)c1	/	-15
CCCCCCCCNC(=O)CCNC(=O)c1ccc(C(C)(C)C)cc1	/	-14
NC(=O)CSC1=Nc2ccccc2C2=NC(CC(=O)NCc3cccs3)C(=O)N12 (centres undefined)	-19	3
CCOC(=O)C1CCN(Cc2nc3ccc(Cl)cc3n2CCO)CC1	11	-12
CN(C)C(=O)c1cn(N(C)c2ncc(C(F)(F)F)cc2Cl)c(=O)c2ccccc12	/	-8
Cc1onc(-c2ccccc2Cl)c1C(=O)NC1CCS(=O)(=O)C1 (centres undefined)	-3	-2
Cc1cc(N2CCN(S(=O)(=O)Cc3ccccc3)CC2)n2ncnc2n1	4	12
O=C(c1ccc2c(c1)OCCO2)C1CCN(C(=O)c2ccc(F)c(F)c2)CC1	-12	-73
O=C(CC(c1ccccc1)c1ccccc1)NCC1CCCO1 (centres undefined)	/	-12
Cc1ccc(S(=O)(=O)c2c(N)n(/N=C/c3ccco3)c3nc4ccccc4nc23)cc1	31	-20
COc1ccccc1-n1nnnc1SCC(=O)Nc1cc(C)on1	-105	-8
COC(=O)c1cc2c(-c3ccccc3)c(C)c3ccccn3c-2c1C(=O)OC	/	1
Cn1cccc1Cc1nnc(SCC(=O)Nc2nc3ccccc3s2)n1CCc1ccccc1	44	6
N#CC1=C(N)SC(N)=C(C#N)C1C1CC=CCC1 (centres undefined)	2	6
Clc1cccc(Cl)c1Cn1cnc(=NCc2ccco2)c2[nH]cnc21	-17	-12
Cc1ccc(S(=O)(=O)NC(CC(C)C)C(=O)NCc2ccco2)cc1 (centres undefined)	/	5

An excerpt of these results, with values under each structure:
Under each structure: HIV RNase H inh	RmlCD inh mix
> CCOC(=O)c1sc(NC(=O)CSc2nnc(-c3ccco3)o2)c(C(=O)OCC)c1C
  -18	8
> CCOCCCNC(=O)c1ccccc1Br
  -1	-10
> CCN(CC)S(=O)(=O)c1ccc(OC)c(NC(=O)CSc2ccccc2)c1
  /	-15
> CCCCCCCCNC(=O)CCNC(=O)c1ccc(C(C)(C)C)cc1
  /	-14
> NC(=O)CSC1=Nc2ccccc2C2=NC(CC(=O)NCc3cccs3)C(=O)N12 (centres undefined)
  -19	3
> CCOC(=O)C1CCN(Cc2nc3ccc(Cl)cc3n2CCO)CC1
  11	-12

Some of the entries so far, with values under each structure.
Below each SMILES – HIV RNase H inh | RmlCD inh mix
- O=C(CN1C(=O)CSC1=O)N1CCCCC1
→ / | 10
- N#CC1=C(N)SC(N)=C(C#N)C1C1CC=CCC1 (centres undefined)
→ 2 | 6
- COC(=O)c1cc2c(-c3ccccc3)c(C)c3ccccn3c-2c1C(=O)OC
→ / | 1
- Cc1ccc(CNC(=O)Cn2c([N+](=O)[O-])cnc2C)cc1
→ / | -8
- CC(=O)Oc1ccc2oc3c(c2c1)C(=O)CCC3
→ -5 | -7

2 successive compounds out of the list so far, quoted:
SMILES	HIV RNase H inh	RmlCD inh mix
COc1ccc(CNC(=O)CCc2c(C)nc3ncnn3c2C)cc1	-15	-6
COc1ccccc1N1CCN(S(=O)(=O)c2cnc[nH]2)CC1	2	2

Next part
SMILES	HIV RNase H inh	RmlCD inh mix
CCOC(=O)c1cc(NC(=O)CSCCO)ccc1Cl	4	-12
COc1cccc(N=c2oc3ccc(OC)cc3cc2-c2nc3ccccc3[nH]2)c1	/	-20
CC(=O)Oc1ccc(N2C(=O)C3C4C=CC(CO)(O4)C3C2=O)cc1 (centres undefined)	/	23
O=C(C1CC1)N(CCN(C(=O)C1CC1)c1ccccc1)c1ccccc1	/	8
COCCCn1c(=N)c(C(=O)NC2CCCCC2)cc2c(=O)n3ccccc3nc21	/	49*
CC(=O)Nc1ccc(-c2nnc(SCC(=O)c3ccc4c(c3)Cc3ccccc3-4)n2C)cc1	/	10
CCNC(=O)NC(=O)COC(=O)CNC(=O)COc1ccccc1	2	-16
CCN(CC)C(=O)C1CCCN(Cc2ccccc2)C1 (centres undefined)	/	-8
O=C(c1ccc2c(c1)OCO2)N1CCN(c2ccccc2)CC1	-7	16
CCCOc1ccc(N2C(=O)CC(N3CCN(c4ccccc4OC)CC3)C2=O)cc1 (centres undefined)	-6	3
Cc1ccc(NC(=O)c2c(-c3c(F)cccc3Cl)noc2C)cc1F	-2	-1
Cc1ccc2oc(=O)n(Cc3ccccc3OC(C)C)c2c1	-22	-14
CC(C)CNS(=O)(=O)c1ccc(OCC(=O)Nc2ccc3c(c2)OCO3)c(Cl)c1	-6	3
Cn1c(=O)c2c(nc(CN3CCN(Cc4ccccc4)CC3)n2Cc2ccc(Cl)cc2)n(C)c1=O	0	-11
COc1ccc(NC(=O)CC2Sc3ncnn3C2=O)cc1 (centres undefined)	3	7
Cc1csc(SCC(=O)Nc2ncc(Cl)c(C)c2Cl)n1	/	1
COc1ccccc1NC(=O)c1cc(C(=O)O)ccc1C(=O)O	0	11
Cc1ccc(C)c(-n2c(C)cc(/C=N/NC(=O)c3c(C)nc4cc(C)ccn34)c2C)c1	/	0
COc1ccc(Cl)cc1NS(=O)(=O)c1ccc(S(=O)(=O)N2CCCC2)cc1	-23	5
CCCSc1nc(NCc2ccco2)c2c3c(sc2n1)COC(C)(CC)C3 (centres undefined)	/	3
O=C(Nc1cccc(NC(=O)c2cccnc2)c1)c1cccnc1	2	5
COc1ccc(N2CCN(C(=O)CSc3nnc4c(C)cc5c(C)cc(C)cc5n34)CC2)cc1	/	-1
Cc1cc(O)c(C(C)C)cc1NC(=O)c1ccc(Cl)cc1	/	-16

High-throughput results (PubChem)
